Screens deposited in PubChem by several laboratories.
NCOA2 inhibitor = inhibition of GAL4-SRC2 driven luciferase reporter, primary screen, SRC2 inhibitor project, cell-based, luminescence; inhibition, % at 9 µM; Nuclear receptor coactivator 2 (Homo sapiens), Q15596; AID 651957, 2012; HEK293 GAL4-SRC2 luciferase reporter; hit rate 0.17% among 370,000;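 active = inhibition above the mean inhibition of all tested compounds plus 3 SD, set per campaign, cut at about 52% in these data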;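 also: 0% = DMSO treated cells and 100% = cells given Gossypol at 36 µM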
MC4R barr agon = MC4R agonists recruiting beta-arrestin, primary screen, cell-based, luminescence, agonist arm of biased-ligand search. activation, % at 8.9 µM. AID 540308, 2011. U2OS MC4R beta-arrestin complementation; percent of melanotan II response, DMSO zero. hit rate 0.98% among 360,000. Melanocortin receptor 4 (Homo sapiens), P32245;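 active = activation above a per-plate cutoff, the mean activation of sample wells on that plate plus 3 SD, cut at about 8% in these data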
MC4R antagonist = MC4R antagonists of cAMP signaling, primary screen, cell-based, TR-FRET, antagonist arm of biased-ligand search. Melanocortin receptor 4 (Homo sapiens), P32245. MC4R-expressing cells, MTII-stimulated cAMP, LANCE TR-FRET. inhibition, % at 6.5 µM. hit rate 0.48% among 360,000. AID 540295, 2011;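 active = inhibition above its plate's cutoff, the mean of tested wells on that plate plus 3 SD, cut at about 29% in these data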;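 also: 0% = Melanotan II alone and 100% = Melanotan II plus saturating MCL0020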
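Material: human MC4R-expressing U2OS cells. Probe or stimulus: Melanotan II challenge. Dosing: 6.5 µM single dose. Times: 30-min compound, 1-h challenge, 1-h detection, room temperature. Technique: TR-FRET with Eu-cAMP and labeled anti-cAMP, 671 nm. Replication: singlicate.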
TLR9-MyD88 block = inhibitors of TLR9-MyD88 association in cells, primary screen, cell-based, CHO, BLA complementation, fluorescence; Toll-like receptor 9 (Homo sapiens) + Myeloid differentiation primary response protein …; CCF4 FRET ratio; inhibition, % at 4.98 µM; hit rate 0.21% among 340,000;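 active = inhibition above the mean over all tested compounds plus 3 SD, cut at about 21% in these data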;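 also: 0% = DMSO only wells and 100% = clavulanate BLA inhibitor control wells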
NCOA1 inh = SRC1 coactivator transcriptional activity inhibitors, primary screen, cell-based, luminescence; HEK293 GAL4-SRC1 luciferase reporter; inhibition, % at 3.6 µM; hit rate 0.12% among 360,000;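 active = inhibition above the campaign mean plus 3 SD, with each screening campaign given its own cutoff, cut at about 60% in these data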;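 also: 0% = DMSO treated cells and 100% = gossypol at 36 µM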
LRH-1 inv ag = LRH-1 (NR5A2) inverse agonists, primary screen, cell-based, luminescence, HEK293T, StAR-luciferase reporter. hit rate 0.13% among 360,000. LRH-1 transfected, 24 h. Nuclear receptor subfamily 5 group A member 2 (Homo sapiens), O00482. inhibition, % at 3.6 µM;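 active = inhibition above the mean inhibition of all tested compounds plus 3 SD, cut at about 73% in these data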;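 also: 0% = DMSO wells and 100% = reporter-only cells lacking LRH-1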
EBV LMP1 NFkB = EBV LMP1-driven NF-kappaB luciferase reporter inhibitors, primary screen, cell-based, luminescence, single point | LMP1-induced NF-kappaB luciferase reporter cells | inhibition, % at 12.5 µM | hit rate 0.69% among 350,000; in the data active = inhibition above about 41%;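 also: 0% = neutral control wells and 100% = reference inhibitor control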
NOD2-RIPK2 inh = NOD2-RIPK2 binding disruptors in cells, primary screen, fluorescence, CHO cells, BLA complementation | AID 624267, 2012 | CCF4 ratio | hit rate 0.38% among 360,000 | Receptor-interacting serine/threonine-protein kinase 2 (Homo sapiens), O43353 | inhibition, % at 4.98 µM; in the data active = inhibition above about 21%;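 also: 0% = vehicle only and 100% = reference blocker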
ABHD5-PLIN5 inh = ABHD5-PLIN5 interaction inhibitors, primary screen, cell lysate, split luciferase complementation, luminescence; hit rate 0.78% among 360,000; Split G. princeps luciferase complementation, 4 h; inhibition, % at 4 µM;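 active = inhibition above the mean inhibition across every tested compound plus 3 SD, cut at about 22% in these data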;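 also: 0% = DMSO only wells and the 100% control is not disclosed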
SRC3 inh = SRC3 coactivator transcriptional activity inhibitors, primary screen, cell-based, luminescence; hit rate 0.17% among 360,000; AID 588352, 2011; inhibition, % at 3.6 µM; HEK293 GAL4-SRC3 luciferase reporter; Nuclear receptor coactivator 3 (Homo sapiens), Q9Y6Q9;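 active = inhibition above a per-campaign cutoff, the mean of all compounds plus 3 SD, cut at about 60% in these data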;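 also: 0% = DMSO-treated cells and 100% = gossypol-treated cells at 36 µM; higher means less SRC3-driven luciferase light from the GAL4 reporter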
COUP-TFII inh = NR2F2 transcriptional activity inhibitors, primary screen, cell-based, luciferase reporter, HEK293T, luminescence; COUP transcription factor 2 (Homo sapiens), P24468; HEK293T NGFI-A luciferase reporter; inhibition, % at 8.6 µM; hit rate 0.7% among 370,000;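 active = inhibition above a per-plate cutoff, mean inhibition of test wells between control levels plus 3 SD, cut at about 38% in these data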;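 also: cells cotransfected with COUP-TFII expression vector driving the NGFI-A reporter; 0% = median of COUP-TF2 test wells and 100% = reporter-only cells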
* = called active by the depositor; nt = no result given.

NCOA2 inhibitor	MC4R barr agon	MC4R antagonist	TLR9-MyD88 block	NCOA1 inh	LRH-1 inv ag	EBV LMP1 NFkB	NOD2-RIPK2 inh	ABHD5-PLIN5 inh	SRC3 inh	COUP-TFII inh	SMILES
-22	-0.2	13	0	5	-21	6	-1	-2	-3	0	CCN(C(=O)CCN1C(=O)c2ccccc2C1=O)C1CCCCC1
-62	-0.6	6	0	-53	-16	-35	-8	-6	-78	-36	O=[N+]([O-])c1cc(C=NN2CCCCCC2)ccc1Cl
3	-2.2	0	-1	11	-5	-7	-7	0	1	-3	N#Cc1cc([N+](=O)[O-])cnc1N(CCO)CCO
63*	-0.1	3	-6	-8	12	9	5	58*	6	18	CC1=CC(C)(C)Nc2ccc(OC(=O)C(C)N3C(=O)c4ccccc4C3=O)cc21 (configuration not stated)
7	-4.2	1	-6	-55	-3	-5	4	4	3	-12	CNC(=O)c1c(NC(=O)c2ccco2)sc2c1CCCC2
-6	1.4	7	-6	-23	10	-2	-8	-2	-4	-3	COc1ccc(CCC(=O)N2CCCc3ccccc32)cc1
4	-1.7	-1	8	-35	-15	2	0	-5	11	-7	Cc1ccc(/C=N/NC(=O)c2cccnc2)s1
3	1.9	-4	nt	10	19	nt	-2	-7	-5	15	COCCNc1nc(-c2ccccc2F)c2sc(-c3ccccc3)cc2n1
nt	-2.2	0	3	-83	-133	-21	3	0	-73	nt	CCC(=O)Nc1cccc(-c2ccc(N3CCN(C)CC3)nn2)c1
-41	-2.5	1	3	21	-15	7	-9	1	17	5	Cc1ccc(C)c(OCCn2c(=O)c3c(ncn3C3CCCC3)n(Cc3ccccc3)c2=O)c1
16	2.9	4	nt	4	-12	nt	-16	3	-12	0	CCc1nc2ccc(C(=O)NCc3ccc(OC)cc3)cn2c1N(CC)CCN(C)C
6	0.4	3	8	-26	-1	0	0	-4	10	8	CC(C)(C)NC(=O)CN(Cc1ccccc1)S(=O)(=O)c1ccccc1
18	3.6	7	-6	-3	-14	7	-16	-6	14	16	Cc1c(C(=O)NCCSCc2cccc(C(F)(F)F)c2)cnn1-c1ccc(Cl)cc1
-2	1.4	-2	3	-7	8	-3	1	3	5	-5	S=C(NCCCN1CCOCC1)NCCCN1CCOCC1
-4	-0.9	11	16	-8	7	-9	14	2	3	12	CCSc1sccc1C1C(C#N)=C(N)N(c2cccnc2)C2=C1C(=O)CCC2 (configuration not stated)
1	1.8	7	-10	5	13	5	-13	-5	-9	-8	CCc1nnc(NC(=O)C2CC(=O)N(C3CCCC3)C2)s1 (configuration not stated)
-17	-0.7	-2	3	-4	17	-3	-3	-4	19	1	CC(C)CC(=O)NC1(C(F)(F)F)C(=O)Nc2c1c(=O)n(C)c(=O)n2C (configuration not stated)
6	-1.6	1	5	-3	31	3	-12	0	12	8	Cc1ccc(S(=O)(=O)N2CCC(C(=O)N[C@H](C(=O)N3CCN(C)CC3)C(C)C)CC2)cc1
-7	-0.8	2	-2	3	-11	0	2	1	15	2	Cc1onc(-c2ccccc2Cl)c1C(=O)OCC(=O)Nc1ccc2c(c1)OCO2
-8	-0.4	-3	1	-16	-4	7	-5	-10	-11	3	CC(/C=C/c1ccc(N(C)C)cc1)=N\N=C(/N)SC1CC(=O)N(c2ccc(C(=O)O)cc2)C1=O (configuration not stated)
8	-3.3	2	-10	6	-5	7	16	-1	-15	6	Cc1ccc(-n2c(SCC(N)=O)nnc2-c2ccco2)cc1
-63	-1.4	2	4	-77	-73	3	5	0	-49	-60	COc1cccc(C(=O)NOCc2ccccc2)c1OC
-16	-1.1	-11	-3	6	7	0	-9	18	10	7	Cc1c(CN(C)C)c2c(n1Cc1ccccc1)C(=O)c1ccccc1-2
-23	-1.0	-12	nt	-32	12	-12	-15	-7	-17	-17	COC(=O)/C=C/c1sc2nc(C)cc(C)c2c1N=CN(C)C
24	0.4	4	-6	4	-4	-7	-7	0	19	13	CCCc1nc(NCc2ccncc2)c2nnn(Cc3ccccc3F)c2n1
24	-2.5	-6	-9	-5	0	-4	-4	2	12	-12	COc1ccc(N2CCN(C(=S)NCc3ccc(C)cc3)CC2)cc1
-17	-0.3	3	-8	-8	-22	-1	-9	-9	-27	6	Cc1cc(C(=O)NCCCN2CCOCC2)n(-c2ccccc2)n1
-5	-1.9	14	-5	8	8	-6	-2	3	0	-6	Cc1nn(Cc2ccc(C(=O)N3CCOCC3)o2)c(C)c1Br
-8	-1.6	4	6	-1	-7	-3	-16	-3	-3	16	CCOC(=O)N1CCN(Cc2nc3cc(NC(=O)c4ccco4)ccc3n2C)CC1
-32	-0.4	-3	-5	-11	-3	-2	-11	-2	-19	-9	Cc1nn(-c2ccccc2)c(C)c1/C=N/NC(=O)c1ccccc1O
-19	-0.7	-2	-3	-3	-1	4	0	5	-8	-2	COn1c(SCC(N)=O)nc2ccccc2c1=O
-9	-1.2	-3	-14	5	7	-2	4	-2	22	-13	CC1CCCCN1CCCNC(=O)CN1C(=O)CSc2ccc(S(=O)(=O)N3CCOCC3)cc21 (configuration not stated)
5	15*	-1	1	1	-25	-8	-12	-2	-10	8	N#Cc1nc(-c2ccc(OCc3ccc(Cl)cc3)cc2)oc1NCc1cccnc1
-21	-2.3	4	2	-26	-10	4	-9	-6	-14	-3	CNc1nc(SCC(=O)Nc2ccccc2)nc(N2CCOCC2)n1
-19	0.3	20	-3	-66	21	-3	5	7	4	10	CCN(CC)C(=O)C1CCC(CNS(=O)(=O)c2cccc3cccnc23)CC1 (configuration not stated)
-1	0.1	3	-3	-4	14	-17	1	1	-7	-5	c1ccc(NCCC2OCC3(CO2)COC(CCNc2ccccc2)OC3)cc1 (configuration not stated)
-6	0.6	-5	nt	-3	-13	nt	-13	-3	-3	-14	CCNC(=O)C1(C)CCN(C(=O)c2ccc(-c3ccccc3)cc2)C1 (configuration not stated)
-6	-1.3	6	1	2	-12	-1	-8	-9	7	0	CCCNC(=O)C(Cc1ccccc1)NC(=O)c1ccccn1 (configuration not stated)
-1	1.1	0	-2	-11	-8	-3	-10	4	-5	4	COc1cc(Cl)c(C)cc1NC(=O)Cn1c(NCCO)nc2ccccc21
2	-2.8	7	0	2	16	-51	-5	-24	17	6	Cc1ccccc1Nc1scc(-c2ccc(Br)cc2)[n+]1-c1ccccc1C
-16	3.0	-3	3	-31	-18	-8	-3	-3	-10	-3	COCC(=O)N(C)c1nnc(-c2cnc(C)cn2)s1
6	-1.8	4	-4	-42	4	3	-7	-3	-4	1	Cc1ccccc1OCCC(=O)N(Cc1ccccc1)c1c(N)n(Cc2ccccc2)c(=O)[nH]c1=O
-3	-1.4	5	3	-26	-4	-9	2	2	-4	-1	COc1ccc(Cc2nc3c4c(ncn3n2)Oc2c(ccc3ccccc23)C4c2ccc(OC)c(OC)c2)cc1 (configuration not stated)
33	-2.0	7	7	44	84*	41*	-7	4	79*	79*	CCCCCCCn1c2c(c(=N)c3c1CCC3)CCCC2
nt	-1.6	9	9	13	-19	-2	4	-3	29	nt	COc1ccc(N(C(=O)CCl)C(C)(C(=O)Nc2c(C)cccc2C)c2ccccn2)cc1 (configuration not stated)
-3	-1.5	7	1	-5	-11	-19	-13	-1	-11	15	Cc1noc(C)c1S(=O)(=O)N1CCN(C(c2ccccc2)c2ccc(Cl)cc2)CC1 (configuration not stated)
0	1.2	8	nt	-10	0	nt	-7	0	-16	-7	O=C1Cc2cc(S(=O)(=O)N3CCN(c4ccc(O)cc4)CC3)ccc2N1
-6	-0.4	1	-2	5	-5	11	1	4	-47	-4	COc1cccc(C(=O)Nc2cc(=O)n(C)c(=O)n2C)c1
29	-1.4	-1	10	25	11	3	17	5	30	5	COc1ccc(-c2cc(=O)oc3c(C)c(O)c(CN(C)C)cc23)cc1
-20	0.6	9	12	2	1	-23	0	0	-23	22	O=C(CSc1ccc(C(F)(F)F)cn1)Nc1ccccc1
-8	2.1	13	-19	3	-3	-9	-8	-3	13	16	CCN(Cc1ccccc1)C(=O)Cn1c(=O)n(-c2ccc(OC)cc2OC)c(=O)c2c(C)c(C)sc21
-12	-1.3	-2	-8	3	4	-9	-9	-3	-13	9	CCC(C)[C@H](NC(=O)NCc1cccs1)C(=O)OC (some centres not stated)
12	0.6	-4	-14	-11	-24	-6	-3	-7	2	-7	Nc1nc(COC(=O)c2ccc3c(c2)OCCO3)nc(Nc2ccccc2)n1
-18	-1.3	0	nt	-1	-15	nt	9	3	5	12	CC1(C(=O)Nc2cccnc2)Cc2c(-c3ccccc3)ccnc2O1 (configuration not stated)
-1	-2.6	2	1	-11	23	-8	-1	4	18	2	CCC(=O)Nc1cc2c(cc1C(=O)c1ccccc1)OCCO2
-33	-1.6	-4	-6	11	1	6	1	-6	1	0	CCCCNC(=O)c1cc2c(=O)n(CC)c3ccccc3c2s1
21	-2.8	5	-1	-7	12	2	-11	-10	-3	7	Cc1cc(C(=O)O)ccc1-c1ccc(/C=C2\SC(=O)N(CC(=O)Nc3ccc4c(c3)OCO4)C2=O)o1
nt	1.1	14	6	-19	-9	9	4	-2	5	nt	COc1cccc(C(=O)NCC(c2cccnc2)N2CCN(c3ccccc3OC)CC2)c1 (configuration not stated)
2	0.7	-5	-2	0	4	-2	-4	8	-1	30	CCOc1ccc(S(=O)(=O)NCc2ccc3c(c2)OCO3)cc1
-15	-0.1	6	5	6	29	4	-2	-1	21	8	Cc1cc(C(=O)CN2C(=O)C(=O)N(Cc3ccccc3)C2=O)c(C)n1CC1COc2ccccc2O1 (configuration not stated)
-2	-0.8	0	7	2	-5	-2	2	-1	11	-20	N#C/C(=C\c1cn(-c2ccccc2)nc1-c1ccccc1)S(=O)(=O)c1ccccc1
-7	-1.1	11	-3	5	12	-5	3	12	-1	15	COc1cccc(NC(=O)CSc2ccc(-c3ccco3)nn2)c1

Some of the compounds tested (hit frequency here may not be typical).
